# Screens (PubChem BioAssay)
# IDE cell activ = human IDE activators in live cells, primary screen, fluorescence polarization, HEK cells, FAbeta-B substrate | Insulin-degrading enzyme (Homo sapiens), P14735 | FAbeta-B cleavage; 0% vehicle, 100% cell-free pure enzyme wells | activation, % at 5.96 µM | 340,000 compounds, 0.073% hits | AID 493087, 2011;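 active = activation above the mean of all tested compounds plus 3 SD, set per screening campaign, cut at about 17% in these data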
# VIM-2 inhibitor = VIM-2 metallo-beta-lactamase inhibitors, primary screen, biochemical, epi-absorbance readout, Pseudomonas aeruginosa enzyme; purified VIM-2, nitrocefin hydrolysis, epi-absorbance fluorescence; inhibition, % at 5.6 µM; 290,000 compounds, 0.89% hits; AID 1527, 2009;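 active = inhibition above the mean of all tested compounds plus 3 SD, cutoff set per screening run, cut at about 7.5% in these data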;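 also: red hydrolysis product quenches plate fluorescence so inhibitors raise well fluorescence; 0% = enzyme with DMSO and 100% = DMSO without enzyme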
# p-CIP stab down = p/CIP-EGFP fusion destabilizers, primary screen, fluorescence, F442A cells; 16 h; 290,000 compounds, 0.01% hits; AID 1984, 2009; Q05BA5; decrease of EGFP signal, % at 10 µM;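 active = EGFP signal decrease of at least 30% at 10 µM or well 3 SD below plate mean, unless failing retest; inactive = the rest, including hits failing retest or dose response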; also: some compounds called inactive have numbers as strong as hits; many of its hits are not listed in these tables
# IDE cell inh = human IDE inhibitors in live cells, primary screen, fluorescence polarization, HEK cells, FAbetaB substrate; Insulin-degrading enzyme (Homo sapiens), P14735; FAbetaB cleavage; AID 434962, 2010; 320,000 compounds, 0.41% hits; inhibition, % at 5.59 µM;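 active = percent inhibition above the average of all tested compounds plus 3 SD, set per screening campaign, cut at about 16% in these data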;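 also: IDE supplied by intact live HEK cells; FP after avidin binding of uncleaved biotin substrate so inhibition keeps polarization high; 0% = DMSO wells and 100% = 60 µM reference IDE inhibitor Ii1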
# IMP-1 inhibitor = IMP-1 metallo-beta-lactamase inhibitors, primary screen, biochemical, epi-absorbance readout, Pseudomonas aeruginosa enzyme; inhibition, % at 5.6 µM; 290,000 compounds, 0.45% hits; purified IMP-1, nitrocefin hydrolysis, epi-absorbance fluorescence;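 active = inhibition above the mean plus 3 SD of all compounds in the same screening run, cut at about 4.5% in these data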;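 also: 0% = IMP-1 with DMSO and 100% = DMSO wells lacking enzyme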
#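 assay system = purified recombinant IMP-1 metallo-beta-lactamase enzyme | schedule = 15 min preincubation plus 25 min reaction at 25 °C | signal = Epi-absorbance fluorescence, 480 nm excitation, 530 nm emission | read-out basis = percent inhibition from optical density relative to buffer-blank wells | controls = IMP-1 with DMSO as 0%, enzyme-free DMSO as 100%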
# HCV NS3 hel inh = inhibitors of HCV NS3 helicase, primary screen, biochemical, Cy5 molecular beacon fluorescence; Hepatitis C virus NS3 helicase; NS3 helicase DNA unwinding; inhibition, % at 10.9 µM; 290,000 compounds, 0.56% hits; AID 1800, 2009;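 active = inhibition above the mean of all tested compounds plus 3 SD, set per campaign, cut at about 35% in these data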;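 also: 0% = DMSO wells and 100% = thioflavine S control wells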
#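 Assay system: hepatitis C virus NS3 helicase domain fragment enzyme. Also added: annealed dual-labelled DNA beacon duplex, ATP-started. Timing: 1 h reaction at 25 °C, ATP-initiated. Technique: Cy5 fluorescence at 0 and 60 min, beacon hairpin quenching. Evaluation: % inhibition of unwinding. Replication: one well per compound.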
# SUMO HTRF inh = inhibitors of in vitro SUMOylation cascade, primary screen, biochemical, HTRF, uHTS; inhibition, % at 35 µM; AID 2006, 2009; SUMO-conjugating enzyme UBC9 (Homo sapiens), P63279; 290,000 compounds, 0.36% hits; HTRF SUMOylation assay, SAE1/SAE2 + UBC9; in the data active = inhibition above about 50%, passing the limit was not always enough; also: strong numbers were not always called active
# Target sequence (P63279 whole entry, looked up): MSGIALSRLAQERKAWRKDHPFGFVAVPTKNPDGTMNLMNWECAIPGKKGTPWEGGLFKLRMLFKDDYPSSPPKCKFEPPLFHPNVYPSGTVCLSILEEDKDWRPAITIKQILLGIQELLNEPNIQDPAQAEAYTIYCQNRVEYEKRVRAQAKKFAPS
# GalR3 antagonist = GalR3 antagonists in HEK293 cells, primary screen, cell-based, fluorescence readout | Galanin receptor type 3 (Homo sapiens), O60755 | HEK293 GalR3-CNG cAMP membrane potential fluorescence; galR3 body fused to GalR1 C-terminus | inhibition, % at 3 µM | 360,000 compounds, 0.44% hits | AID 651719, 2012;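 active = inhibition above the screen-wide average plus 3 SD, cut at about 13% in these data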;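 also: forskolin and galanin both at EC90 stimulate the cells; cAMP rise reported by CNG channel membrane potential dye signal; 0% = forskolin plus galanin with DMSO and 100% = forskolin alone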
# Target sequence (O60755 1-299 limits assumed): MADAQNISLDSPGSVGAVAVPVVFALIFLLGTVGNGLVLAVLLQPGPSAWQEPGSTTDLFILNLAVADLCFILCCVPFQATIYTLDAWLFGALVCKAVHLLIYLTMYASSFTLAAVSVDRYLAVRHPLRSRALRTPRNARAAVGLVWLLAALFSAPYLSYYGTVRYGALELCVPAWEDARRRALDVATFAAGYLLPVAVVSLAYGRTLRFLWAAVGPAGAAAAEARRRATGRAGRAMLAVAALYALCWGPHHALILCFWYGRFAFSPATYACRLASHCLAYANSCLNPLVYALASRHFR
# CRFR2-BP antag = antagonists of CRF-BP/CRF-R2 complex, primary screen, cell-based, HEK293, calcium dye fluorescence, uHTS. CRF-induced calcium fluorescence. 350,000 compounds, 0.59% hits. inhibition, % at 11.8 µM. AID 588475, 2011;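 active = inhibition of the ligand-induced calcium signal above about 50% at the single tested concentration, limit read from the data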
# Starred values were filed as active, the others as inactive; x = no result given. No enrichment for hits (roughly 3.2% active in at least one column).
SMILES,IDE cell activ,VIM-2 inhibitor,p-CIP stab down,IDE cell inh,IMP-1 inhibitor,HCV NS3 hel inh,SUMO HTRF inh,GalR3 antagonist,CRFR2-BP antag
CC(C)(C)c1n[nH]c(=S)n(N)c1=O,-1,-3.2,-4,5,-4.5,-2,-6,3,4
S=C(NCCCN1CCOCC1)N1CCN(c2ccccc2)CC1,2,2.4,-3,-1,1.4,11,2,-8,4
CC1CCN(CCCNC(=O)CN2C(=O)CSc3ccc(S(=O)(=O)N4CCOCC4)cc32)CC1,2,0.6,4,8,-0.7,9,x,-6,-2
COc1ccc2c(CC(=O)N3CCN(S(=O)(=O)c4cccs4)CC3)coc2c1,2,-5.1,-17,5,-0.2,2,19,1,1
CC(CCc1ccccc1)NC(=O)c1cccs1 (stereo not given),2,-4.4,-13,0,-6.5,5,-12,-2,-13
Cn1ncc2c(Nc3cccc(Cl)c3)nc(Nc3cccc(Cl)c3)nc21,-1,-2.7,-7,-3,-1.9,-19,-1,-7,-18
Cc1cccc(C(=O)N2CCCC(c3nc(-c4ccc(C)o4)no3)C2)c1 (stereo not given),2,-4.0,-2,3,-2.3,10,9,-6,-6
CCCn1c(C)cc(C(=O)Cn2nnc3ccccc3c2=O)c1C,8,2.0,-8,1,-3.0,-8,-1,2,-6
CC(C)(C)c1ccc(OCC(=O)N2CCN(c3ncccn3)CC2)cc1,4,-2.4,0,-4,-0.9,-7,-7,x,-4
CCCCC(CC)CNC(=O)CC1Nc2c3ccccc3nc(=S)n2C1=O (stereo not given),-1,-2.2,7,2,-1.8,17,9,1,-11
CC(C)CSC1=NSC2=NC(=O)/C(=C\c3ccccc3)C(=N)N12,4,-4.6,-6,2,-3.3,43*,-3,1,31
CC(=O)Nc1ccc(S(=O)(=O)N2CCN(C(=O)c3ncoc3-c3ccc(C)cc3)CC2)cc1,-3,-3.5,-11,3,-1.4,14,-8,-6,-1
O=C1[C@@H]2Cc3c([nH]c4ccccc34)CN2C(=O)CN1CCO,-3,-1.6,0,6,-2.8,9,1,-8,6
Cc1cccc(C(=O)Oc2ccc(/C=N/NC(=O)c3ccncc3)cc2)c1,-4,1.9,-6,8,-3.0,8,0,-5,-1
CCn1c(SCC(=O)Nc2ccc(N3CCOCC3)cc2)nnc1-c1ccco1,-2,x,x,-4,x,x,x,0,3
CN=C1SC(CC(=O)Nc2cccc(Cl)c2Cl)C(=O)N1C (stereo not given),-1,-3.3,-2,3,-4.0,-5,-2,-3,-6
O=C(NCCN1CCN(C(=O)c2cccc(Br)c2)CC1)C(=O)Nc1ccc(Br)cc1,-6,-1.0,-8,-2,-1.4,-20,10,-9,10
O=C(C1CC1)N(Cc1ccco1)c1nc(-c2ccccc2)cs1,5,-5.0,-2,2,-2.3,34,16,-6,-13
Cc1ccn2c(C(=O)CSc3ccc(Cl)cc3Cl)c(C)nc2c1,2,-0.2,-6,2,-2.8,-7,2,x,1
CCCCOC(=O)NCN1C(=O)C2C3C=CC(C3)C2C1=O (stereo not given),1,-3.5,1,4,-1.6,4,9,-3,10
O=C(Nc1cc(Cl)cc(Cl)c1)N1CCCC1,-3,-1.0,6,7,-0.1,-2,14,-8,6
COc1cc(OC)cc(C(=O)N2CCN(C(=O)c3cccc(F)c3)CC2)c1,2,-4.5,-30,4,-7.1,-7,20,-4,0
NC(=O)c1cccc(NC(=O)CCCCC(=O)Nc2cccc(C(N)=O)c2)c1,4,-2.7,-2,-2,1.5,3,-1,-13,5
Cc1ccc(OCC(=O)N2CCN(S(=O)(=O)c3ccccc3)CC2)c([N+](=O)[O-])n1,2,0.7,-10,-2,-0.1,16,21,-4,-21
O=C(CSc1nnc(CNC(=O)c2cccc(C(F)(F)F)c2)o1)NCc1ccco1,-1,-0.7,-17,1,-0.9,0,5,-1,-4
CS(=O)(=O)c1ccc(SCC(=O)NC2CCS(=O)(=O)C2)c([N+](=O)[O-])c1 (stereo not given),-4,-2.0,25,-2,-3.2,2,-24,1,23
CCN(CC)CCNC(=O)c1ccc(NS(=O)(=O)c2ccc3c(c2)OCCO3)cc1,2,-0.9,1,4,-1.8,-15,1,-6,6
CC(C)N(Cc1nnc(-c2ccc(Cl)cc2)o1)C(=O)c1cc2ccccc2o1,0,x,x,-2,x,x,x,-3,-4
COc1cccc(SCC2(O)CCN(C(=O)c3ccc(Cl)cc3)CC2)c1,4,-1.4,-11,0,-0.8,0,24,-3,10
O=C(Nc1ccc(N2CCCCC2)c(Cl)c1)c1ncn[nH]1,4,-5.7,-38,-1,-1.2,-5,3,-3,6
CCN(c1ccccc1)S(=O)(=O)c1ccc(OC)c(NC(=O)C2CC2)c1,4,x,x,-2,x,x,x,-6,10
CCOC(=O)c1[nH]c2cc3c(cc2c1NC(=O)CN1CCc2ccccc2C1)OCO3,5,-3.3,-8,4,-2.6,8,26,-1,-13
O=C(O)Cn1nc(-c2ccccc2)ccc1=O,-1,-2.4,-4,2,-4.2,6,9,0,4
O=S(=O)(c1ccc(SCCOc2cccc(Br)c2)nc1)N1CCCC1,4,x,x,-3,x,x,x,-4,1
COCCCn1c(SCC(=O)Nc2oc(C)c3c(C)n[nH]c(=O)c23)nc2sc3c(c2c1=O)CCC3,1,x,x,1,x,x,x,-4,11
CCN(CC)C(=O)c1c(-c2ccccc2)oc2ccc(OC)cc12,4,-1.5,-10,-2,-2.3,3,10,-2,-16
C/C(=N\NC(=O)c1cc(C)[nH]n1)c1ccc(-c2ccccc2)cc1,-3,-3.2,-14,5,-2.2,-4,0,-8,-14
Cc1ccccc1-c1nc(CS(=O)(=O)CC(=O)NC2CCCCC2C)c(C)o1 (stereo not given),5,-0.2,-7,-1,-1.4,1,14,-1,-12
Cc1nc2ccccc2n1Cc1ccc(Cl)cc1,6,-1.4,-10,-3,-1.2,-16,4,87*,45
C=C(C)CNC(=S)Nc1cccc(N)n1,0,-3.4,-11,x,-4.3,19,5,-1,-7
NS(=O)(=O)c1ccc(NC(=O)COC(=O)CCNC(=O)NC23CC4CC(CC(C4)C2)C3)cc1,6,0.4,-14,0,-1.1,-2,-18,-8,5
NC(=O)c1nsc(C(=O)N(c2ccccc2)C(C(=O)NC2CCCCC2)c2ccc(O)cc2)c1N (stereo not given),4,-3.4,0,2,-3.2,11,12,-7,19
O=C(c1cc(COc2ccc(F)cc2Cl)on1)N1CCc2ccccc2C1,1,-0.5,9,-2,-2.6,6,-6,-6,-15
COc1cc(OC)cc(C(=O)N2CCN(C(=O)COc3ccc4ccccc4c3)CC2)c1,-6,-1.3,-7,1,-1.3,-10,17,-4,-11
Cc1cccc(C)c1NC(=O)C1(NC(=O)c2cnccn2)CCCCC1,9,x,-8,-1,x,x,20,2,-11
CCCn1c(SCC(=O)Nc2ccc(S(=O)(=O)N(C)C)cc2)n[nH]c1=O,5,0.9,0,1,-0.4,-7,18,-7,3
CCOC(=O)Cc1csc(N/N=C/c2cccc([N+](=O)[O-])c2)n1,6,0.3,-13,0,0.7,-7,6,-9,11
COc1cc(C)c(C(=O)Oc2cc(C)c(C(=O)O)c(O)c2C)c(O)c1C(=O)O,5,x,x,8,x,x,x,-8,0
CC1=C(C(=O)OCc2ccccc2)C(c2cccc(F)c2)NC(=O)N1 (stereo not given),-4,0.1,-6,4,-0.5,7,-1,-5,-9
Cc1ccc(C)c(NS(=O)(=O)c2cc(C(=O)NCC3CCCO3)ccc2C)c1 (stereo not given),-2,-2.6,9,1,0.3,-5,1,-3,-10
N#Cc1ccc(C23CC4(C2)[C@H](CN(Cc2ccc(C(F)(F)F)cc2)[C@@H]4c2ccccc2)C3c2ccc(C(F)(F)F)cc2)cc1 (stereo not given in full),x,x,1,-2,x,x,-20,-3,1
CS(=O)(=O)N(CC(=O)NC1CC2CCC1C2)c1ccc(Oc2ccccc2)cc1 (stereo not given),x,-2.0,-14,-6,0.1,-1,23,-3,21
O=C1C(=O)N(CCO)C(c2ccccc2[N+](=O)[O-])/C1=C(\O)c1ccccc1 (stereo not given),1,-1.4,-6,0,0.2,2,15,-8,0
CCOc1ccccc1-n1nnnc1SCC(=O)NCc1ccco1,7,-6.6,-4,0,-0.8,6,11,-2,16
Cc1ccc(C2=NS(=O)(=O)N(C)C(C(=O)Nc3ccc4c(c3)OCO4)=C2)cc1,1,-2.2,16,3,2.9,-2,-4,0,-13
CC1CN(Cc2nc3c(c(=O)n(C)c(=O)n3C)n2CCCO)CC(C)O1 (stereo not given),-3,-5.8,3,-2,-4.4,8,26,-4,6
Cc1ccc(SCC(=O)Nc2ncc(C)s2)cc1,1,0.8,-4,0,-2.1,-9,10,-6,8
CC(Sc1nnc(-c2ccncc2)n1C)C(=O)Nc1nccs1 (stereo not given),3,0.3,5,0,-1.7,10,6,-8,0
Cc1ccc(/C=N/NC(=O)C[n+]2ccccc2)s1,4,-0.5,-2,4,-1.4,0,20,1,5
O=C(Cc1cccs1)N(c1ccccc1)C1C=CS(=O)(=O)C1 (stereo not given),3,-1.7,5,-1,-1.0,5,3,-2,23

# Entries listed so far that contain bromine (2):
SMILES,IDE cell activ,VIM-2 inhibitor,p-CIP stab down,IDE cell inh,IMP-1 inhibitor,HCV NS3 hel inh,SUMO HTRF inh,GalR3 antagonist,CRFR2-BP antag
O=C(NCCN1CCN(C(=O)c2cccc(Br)c2)CC1)C(=O)Nc1ccc(Br)cc1,-6,-1.0,-8,-2,-1.4,-20,10,-9,10
O=S(=O)(c1ccc(SCCOc2cccc(Br)c2)nc1)N1CCCC1,4,x,x,-3,x,x,x,-4,1

# Next entries.
SMILES,IDE cell activ,VIM-2 inhibitor,p-CIP stab down,IDE cell inh,IMP-1 inhibitor,HCV NS3 hel inh,SUMO HTRF inh,GalR3 antagonist,CRFR2-BP antag
CN1CCN(CC(=O)N2c3ccccc3C(C)(c3ccc(Cl)cc3)CC2(C)C)CC1 (stereo not given),-2,-2.5,6,6,-3.0,-25,11,-6,-5
Cc1ccc(SCCNC(=O)c2ccc(CN3CCOCC3)cc2)cc1,2,0.2,-2,5,0.1,5,8,-4,-12
O=Cc1ccc(OCc2cccc(C(F)(F)F)c2)cc1O,4,-2.4,0,-3,-1.1,-5,22,-3,-5
CCc1ccccc1NC(=O)C1CCCN1S(=O)(=O)c1ccc(-c2ccc(=O)[nH]n2)s1 (stereo not given),4,-1.8,-8,4,-2.0,12,10,7,-6
COc1ccccc1NC(=O)c1ccc(NC(=O)CSc2ncccn2)cc1,7,-0.9,-6,1,-2.2,10,11,1,-9
